G9a inh – inhibitors of human histone lysine methyltransferase G9a. Potency, µM (highest dose often 102 µM), for the others: at the top dose activity, negative = inhibition, actives largely listed as inhibitors. Q96KQ7. actives 8.8% (n = 350,000). G9a H3K9 monomethylation, AlphaScreen, 2 h; note: % is set by controls: 0 for no effect and ±100 for the full control effect; nearly all actives have a fitted effect of over 75% in size
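G9a (20 nM) preincubated 15 min RT with compounds, then 500 nM biotinylated H3K9 peptide and 20 uM SAM added; 2 h RT reaction. Monomethyl-H3K9 product detected by AlphaScreen with anti-H3K9me1 antibody, streptavidin donor and anti-rabbit IgG acceptor beads.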
POLI inh – inhibitors of human DNA polymerase iota | Pol iota fluorescent replication assay, 10 min | actives 1% (n = 390,000) | Q9UNA4 | Potency, µM (titrated, usually from 115 µM), inactives show top-dose activity, negative = inhibition, hits mostly inhibitors
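Pol iota at 10 nM preincubated 15 min with compounds at room temperature; reaction started with fluorescent substrate, 50 nM final. Fluorescence read kinetically at 0 and 10 min; buffer-only wells as negative control.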
Pol eta inh – blocks human DNA polymerase eta activity; actives 1.2% (n = 390,000); AID 588591; Q9Y253; recombinant Pol eta, fluorescent DNA replication assay; Potency, µM (top dose mostly 114 µM), for inactives: top-dose activity change, negative = inhibition, actives largely listed as inhibitors; note: % is set by controls: 0 for no effect and ±100 for the full control effect
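Fluorescent replication assay: 50 nM final substrate added after a 15 min room-temperature compound preincubation with 10 nM enzyme. Signal taken at 0 min and again at 10 min.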
POLK inh – DNA polymerase kappa (human) inhibition; Q9UBT6; purified Pol kappa, fluorescent DNA synthesis assay, 10 min; Potency, µM (series often up to 107 µM), for the others: at the highest dose activity, negative = inhibition, hits mostly inhibitors; actives 0.53% (n = 400,000); note: % is set by controls: 0 for no effect and ±100 for the full control effect
Target sequence (Q9UBT6 whole entry, looked up): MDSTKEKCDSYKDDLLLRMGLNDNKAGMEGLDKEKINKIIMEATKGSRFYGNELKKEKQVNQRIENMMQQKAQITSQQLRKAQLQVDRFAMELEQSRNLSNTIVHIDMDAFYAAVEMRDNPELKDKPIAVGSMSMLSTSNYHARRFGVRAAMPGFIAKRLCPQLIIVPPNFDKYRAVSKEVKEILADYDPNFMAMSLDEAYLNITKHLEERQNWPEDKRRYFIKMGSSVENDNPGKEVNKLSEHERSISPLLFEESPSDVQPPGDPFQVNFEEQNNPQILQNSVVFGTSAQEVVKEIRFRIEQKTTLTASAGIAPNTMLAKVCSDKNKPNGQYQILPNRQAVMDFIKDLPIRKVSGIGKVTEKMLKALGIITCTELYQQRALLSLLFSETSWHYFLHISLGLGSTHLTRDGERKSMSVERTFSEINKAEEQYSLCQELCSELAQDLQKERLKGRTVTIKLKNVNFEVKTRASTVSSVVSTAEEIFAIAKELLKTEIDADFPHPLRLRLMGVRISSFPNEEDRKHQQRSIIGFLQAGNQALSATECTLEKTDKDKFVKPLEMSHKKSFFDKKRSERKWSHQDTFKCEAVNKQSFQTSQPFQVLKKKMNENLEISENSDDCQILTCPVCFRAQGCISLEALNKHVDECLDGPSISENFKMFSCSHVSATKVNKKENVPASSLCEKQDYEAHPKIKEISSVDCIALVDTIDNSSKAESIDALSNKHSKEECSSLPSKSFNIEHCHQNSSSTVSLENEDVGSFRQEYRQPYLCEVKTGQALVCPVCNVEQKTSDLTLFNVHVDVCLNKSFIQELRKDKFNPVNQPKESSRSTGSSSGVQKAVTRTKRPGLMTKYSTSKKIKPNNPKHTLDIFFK
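Readout: fluorescence, taken kinetically at 0 and 10 min. Conditions: 10 nM Pol kappa, 15 min RT compound preincubation, 50 nM substrate final. Controls: enzyme-free buffer wells.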
JMJD2A Tudor – blocks the human JMJD2A Tudor domain; AlphaScreen JMJD2A-Tudor / H3K4me3 peptide binding; Potency, µM (doses to about 114 µM), for the others: at the highest dose activity change, negative = inhibition, hits mostly inhibitors; actives 4.4% (n = 390,000); AID 504339; note: % is set by controls: 0 for no effect and ±100 for the full control effect; nearly all actives have a fitted effect of over 50% in size
BLM inh – Bloom syndrome helicase (human) inhibition; recombinant BLM DNA unwinding, fluorescence dequenching; Potency, µM (highest dose often 56.1 µM), without a hit: at the highest dose activity change, negative = inhibition, usual class: inhibitors; actives 0.2% (n = 350,000); AID 2528;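 note: plate controls were vehicle for no effect and no enzyme for full effect; nearly all actives have a fitted effect of over 35% in size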
POLB inh – DNA polymerase beta (human) inhibition | P06746 | Pol beta primer extension/strand displacement, fluorescence kinetic | Potency, µM (series often up to 114 µM), for inactives: top-dose activity change, negative = inhibition, most hits filed as inhibitors | actives 1.3% (n = 340,000) | AID 485314; note: % is set by controls: 0 for no effect and ±100 for the full control effect
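Pol beta (10 nM) was preincubated with compound for 15 min at room temperature. The reaction was then started with 50 nM substrate and read immediately and after a further 10 min at room temperature.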
BAZ2B inh – BAZ2B (human) inhibition; Q9UIF8; AlphaScreen BAZ2B-H3K14Ac peptide displacement; Potency, µM (top dose mostly 114 µM), for the others: at the top dose activity change, negative = inhibition, most hits filed as inhibitors; actives 4.4% (n = 360,000); note: % is set by controls: 0 for no effect and ±100 for the full control effect; nearly all actives have a fitted effect of over 60% in size
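AlphaScreen luminescence quantifies BAZ2B engagement of H3K14Ac peptide; the protein and biotinylated peptide are both at 50 nM final, buffer PBS pH 7.4 with 0.01% Tween-20, all steps at room temperature.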
APEX1 inh – APE1 (human) endonuclease inhibition | P27695 | recombinant APE1, TAMRA/BHQ-2 abasic DNA cleavage fluorescence | Potency, µM (doses to about 65.8 µM), inactives show top-dose activity change, negative = inhibition, most hits filed as inhibitors | actives 0.35% (n = 350,000);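 note: plate controls were vehicle for no effect and reference inhibitor for full effect; nearly all actives have a fitted effect of over 55% in size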
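Endonuclease cleavage of a quenched abasic-site DNA duplex (50 nM) by APE1 (0.75 nM) was tracked by TAMRA dequenching. Compounds were preincubated with enzyme 15 min at room temperature; data normalized to buffer-only and DMSO wells plus NSC13755 control.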
Numbers without * were called inactive; ? = inconclusive; / = no result given; & = joins results of further samples; [ ] = dose if it differs, or a comment. Calls come from the whole dose curve; as a rule, active = well fitted curve in the direction sought with a large enough effect; inconclusive = small, poorly fitted or top-dose-only effect, or another doubt; inactive = no such curve, though single readings can be large; an effect the other way counts as inactive or inconclusive. Potency is the fitted concentration of half-maximal effect.

SMILES	G9a inh	POLI inh	Pol eta inh	POLK inh	JMJD2A Tudor	BLM inh	POLB inh	BAZ2B inh	APEX1 inh
OC(CN1CCOCC1)Cn1c(-c2cccc(Cl)c2)nc2ccccc21 (stereo unspecified)	-9%[12.7 µM]	-1%	-3%	-6%	-20%	1%	7%	-5%	18%
CCOC(=O)C(=NC(C)CC)NNc1ccc(Br)cc1 (stereo unspecified)	13µM*	24%	-14%	-8%	?	-6%	2%	?	0%
CC(C)(C)NC(=O)c1cc(Cl)ccc1[N+](=O)[O-]	-4%[59 µM]	-12%	3%	0%	-9%	1%	39%	11%	-1%
C=CCn1c(O)c(N=NC(=S)Nc2ccc(OC)cc2)c2ccccc21	28µM*	118%[activator]	-5%	-19%	?	-1%	31%	?	-6%
C=CCn1c(=O)c2c(C)c(C)sc2n2c(Nc3ccccc3)nnc12	-19%[59 µM]	22%	-10%	-7%	-12%	-5%	13%	2%	-5%
Cc1cccc(CSc2nnc([C@@H]3CCCN3C(=O)OC(C)(C)C)o2)c1	52%[activator]	129%[activator]	-15%	5%	-13%	-7%	18%	2%	3%
O=C(O)CCN(Cc1ccccc1)S(=O)(=O)c1ccccc1Cl	5%	68%[activator]	-18%	2%	-2%	-1%	-1%	-15%	3%
CCNC(=O)/C=C/c1ccccc1[N+](=O)[O-]	-7%	5%	-8%	6%	7%	-3%	7%	-8%	-4%
COc1ccc(S(=O)(=O)N2CCCCC2)cc1NC(=O)c1[nH]c(C)c(C(C)=O)c1C	/	1%	-4%	-11%	-36%	/	/	/	5%
COc1ccc(NC(=S)N2CCN(S(=O)(=O)c3ccc(C)cc3)CC2)cc1	/	31%[activator]	-9%	-17%	-28%	-8%	?	?	1%
Cc1c(C(=O)N2CCN(c3ccccc3F)CC2)oc2c1C(=O)CC(C)(C)C2	?	27%	-17%	-4%	-9%	0%	0%	-34%	19%
COc1cc(OC)c(OC)cc1CNC(=O)c1ccc(S(=O)(=O)N2CC(C)OC(C)C2)cc1 (stereo unspecified)	8%[59 µM]	26%	-18%	-3%	-14%	/	/	-3%	0%
CCCCSc1nc2ccc(Nc3nc(N4CCOCC4)nc(N4CCOCC4)n3)cc2s1	-6%[59 µM]	9%	-2%	-7%	-28%	-14%	15%	3%	-5%
O=C(Oc1nsnc1N1CCOCC1)N(c1ccccc1)c1ccccc1	8%[2.33 µM]	13%	-20%	3%	-20%	-6%	-1%	-35%	-5%
CN1C(=O)c2[nH]nc(-c3ccc(F)cc3)c2C1c1cccc(O)c1 (stereo unspecified)	-38%[59 µM]	21%	-13%	-13%	-14%	0%	-5%	-5%	/

An excerpt of these results, field by field:
> CCCCSc1nc2ccc(Nc3nc(N4CCOCC4)nc(N4CCOCC4)n3)cc2s1
  G9a inh: -6%[59 µM]; POLI inh: 9%; Pol eta inh: -2%; POLK inh: -7%; JMJD2A Tudor: -28%; BLM inh: -14%; POLB inh: 15%; BAZ2B inh: 3%; APEX1 inh: -5%
> C=CCn1c(=O)c2c(C)c(C)sc2n2c(Nc3ccccc3)nnc12
  G9a inh: -19%[59 µM]; POLI inh: 22%; Pol eta inh: -10%; POLK inh: -7%; JMJD2A Tudor: -12%; BLM inh: -5%; POLB inh: 13%; BAZ2B inh: 2%; APEX1 inh: -5%

Next section
SMILES	G9a inh	POLI inh	Pol eta inh	POLK inh	JMJD2A Tudor	BLM inh	POLB inh	BAZ2B inh	APEX1 inh
CC(C)CCOc1ccc(CO[C@@H]2[C@H]3OC(C)(C)O[C@H]3O[C@@H]2C(O)CO)cc1 (stereo partly specified)	-23%	3%	-9%	-5%	-24%	-15%	18%	9%	45%[activator]
Cc1ccc(Cn2c(CCNC(=O)c3cccc(C)c3)nc3ccccc32)cc1	-26%[59 µM]	30%[activator]	-6%	-13%	-22%	-6%	1%	-3%	/
COc1ccc(C2(O)CN(c3ccccc3)C3=[N+]2CCS3)cc1OC (stereo unspecified)	-19%	44%[activator]	-23%	-8%	-4%	-8%	14%	71µM*	-7%
O=C(COC(=O)c1cc(F)c(F)cc1Cl)NC1CC1	6%	5%	-1%	-9%[60.1 µM]	-4%	-1%	-4%	-1%	1%
Cc1ccsc1/C=C1/C(=O)NN(c2ccccc2)C1=O	-19%[59 µM]	?	-6%	-5%	?	-4%	0%	?	-8%
Cn1ncc2c(=S)nc(Cl)[nH]c21	/	93%[activator]	4%	-13%	22µM*	/	/	/	/
CCN1CCN(CNC(=O)c2cnccn2)CC1	5%[12.7 µM]	?	-10%	-15%	1%	-3%	2%	-1%	2%
CC(=O)N1CCc2c(sc3c2c(=O)n(Cc2ccccc2)c(=O)n3CC(=O)NCC2CCCO2)C1 (stereo unspecified)	17%	6%	-19%	-20%	-14%	2%	0%	-22%	-4%
CCc1nc2oc3ccccc3c(=O)c2c(=O)n1CCOC	-7%	26%	9%	-20%	-10%	2%	1%	6%	-2%
O=C(OCC#CCSc1nnc(-c2cccc3ccccc23)o1)c1ccc(Br)cc1	-2%[12.7 µM]	20%	-6%	3%	38%[activator]	/	/	22%	34%&-9%
Cc1cccc(NC(=O)c2nc[nH]c2C(=O)N(C)Cc2ccccc2)c1	6%[0.501 µM]	13%	-19%	-6%	-14%	/	/	0%	-15%
CCCCc1nc(SCc2ccc([N+](=O)[O-])cc2)n[nH]1	/	24%	-5%	9%	-6%	-2%	9%	-2%	0%
CCOC(=O)C(Cc1ccc(O)cc1)Nc1nc2ccccc2o1 (stereo unspecified)	/	3%	-13%	-12%	-14%	/	/	/	/
Cc1noc(C)c1COC(=O)Cc1ccc(Cl)cc1	5%[59 µM]	11%	-6%	-14%	17%	-1%	0%	54%[activator]	-2%
Cc1ccc(Cn2c(=N)c(C(=O)NC3CCCC3)cc3c(=O)n4ccccc4nc32)cc1	-7%	10%	2%	-2%	12%	-6%	30%	-18%	19%
Cc1cc2nc(C)c(Cc3ccccc3)c(=O)n2[nH]1	3%	32%[activator]	-22%	-15%	-5%	-1%	17%	3%	-5%
Cc1ccsc1/C=N/NC(=O)C1C(=O)NCC1c1ccccc1 (stereo unspecified)	/	40%[activator]	-6%	-4%	-23%	3%	2%	-2%	4%
CC1(C(=O)CSc2n[nH]c(-c3ccccc3Cl)n2)CCC(=O)O1 (stereo unspecified)	10µM*	/	/	/	/	0%	-12%	?	-3%
COC(=O)c1ccccc1NC(=O)CC(NCc1ccccc1)C(=O)O (stereo unspecified)	/	4%	-14%	16%	28µM*	/	/	/	/
O=C(NCc1cccnc1)C12CC3CC(CC(Cl)(C3)C1)C2	54%	29%	-11%	-2%	-6%	-1%	13%	-27%	30%
COc1ccc(C(=O)NC(=S)Nc2cccc(NC(=O)c3ccco3)c2)cc1[N+](=O)[O-]	11%[59 µM]	38%[activator]	-17%	-2%	-3%	2%	2%	2%	-5%
Cc1nn(S(=O)(=O)N(C)C)c(C)c1CN1C(=O)c2ccccc2C1=O	7%[59 µM]	-6%	-5%	-3%	-8%	-10%	21%	7%	2%
O=C1CCC(C(=O)N2CCCC(N3CCN(c4cccc(C(F)(F)F)c4)CC3)C2)=NN1 (stereo unspecified)	/	27%	1%	-7%	-8%	-3%	58%	-3%	-21%
Nn1c(SCC(=O)Nc2ccc(N3CCOCC3)cc2)nnc1C1CC1	/	-8%	-21%	-10%	-21%	/	/	/	0%
CCc1n(CC(O)COCc2ccccc2)c2ccccc2[n+]1C (stereo unspecified)	45µM*	54%[activator]	-14%	-2%	?	4%	2%	?	12%
CC1CCN(C(=O)c2ccccc2NC(=O)c2cccs2)CC1	/	11%	-3%	12%	3%	-1%	1%	6%	6%
CCOc1ccc(S(=O)(=O)N2CCC(C(=O)OCc3ccc(OC)cc3)CC2)cc1	5%	-20%	-16%	-10%	3%	/	/	10%	-9%
NC(=O)N=Nc1c(O)n(Cc2ccccc2)c2ccc(Br)cc12	6%	30%[activator]	-20%	-6%	-18%	-3%	0%	-11%	12%
CCOC(=O)c1ccc(NC(=O)CSc2nnc(-c3ccncc3)n2C)cc1	-8%[59 µM]	17%	-4%	-3%	2%[57.1 µM]	2%	1%	7%	1%
O=C(NCc1ccco1)C1CCN(C(=O)c2cc3sccc3n2Cc2ccc(F)cc2)CC1	?	0%	-8%	-6%	?	-5%	-1%	?	1%

With a hit mark in BAZ2B inh, among the entries above:
mol	G9a inh	POLI inh	Pol eta inh	POLK inh	JMJD2A Tudor	BLM inh	POLB inh	BAZ2B inh
COc1ccc(C2(O)CN(c3ccccc3)C3=[N+]2CCS3)cc1OC (stereo unspecified)	-19%	44%[activator]	-23%	-8%	-4%	-8%	14%	71µM*

The listing continues:
SMILES	G9a inh	POLI inh	Pol eta inh	POLK inh	JMJD2A Tudor	BLM inh	POLB inh	BAZ2B inh	APEX1 inh
CCOc1ccc(CNC(=O)c2cccc(Nc3nc4ccccc4n4nnnc34)c2)cc1OC	7%[59 µM]	7%	-3%	11%	5%	-8%	23%	3%	/
CCC(C)n1c(SCC(=O)NC(=O)Nc2ccc3c(c2)OCCO3)nc2ccccc2c1=O (stereo unspecified)	-18%[59 µM]	13%	-13%	-11%	-27%	-10%	2%	-6%	-4%
COC(=O)c1c(NC(=O)Cc2coc3cc(C)ccc23)sc2c1CCCC2	6%[59 µM]	0%	-18%	-8%	-9%	-10%	30%	-7%	/
COc1ccc(C(CC(=O)Nc2ccc(C)c(C)c2)N2Cc3ccccc3C2=O)cc1OC (stereo unspecified)	-2%[59 µM]	-4%	-10%	-7%	-27%	-4%	28%	-5%	/
FC(F)(F)c1ccc(Cl)c(-n2c(-c3cc(C4CC4)[nH]n3)n[nH]c2=S)c1	8.9µM*	177%[activator]	-14%	0%	?	-8%	12%	-20%	1%
O=C(CNc1cc([N+](=O)[O-])ccc1NCCO)Nc1cccc(S(=O)(=O)N2CCCCC2)c1	12%[12.7 µM]	-16%	-7%	-12%	-34%	/	/	-31%	8%
O=C(NC(CO)C(O)c1ccc([N+](=O)[O-])cc1)C(Cl)Cl (stereo unspecified)	-21%[2.33 µM]	-1%	-8%	-2%[60.1 µM]	4%	0%&-4%	28%	-1%	2%
S=C(Cc1ccc(Cl)cc1)N1CCOCC1	14µM*	21%	-1%	-4%	-10%	0%	0%	-12%	-1%
CCCCOC(=O)C1CCCC(C(=O)OCCCC)N1 (stereo unspecified)	50µM*	12%	-20%	-3%	-31%	1%	23%	-1%	-3%
O=C(CCNS(=O)(=O)c1ccccc1F)OCc1ccccc1Cl	/	-2%	-16%	-16%	-2%	/	/	/	11%

Source: PubChem BioAssay (National Center for Advancing Translational Sciences (NCATS))

Some of the compounds tested, so the mix of outcomes need not match the whole.
